High-throughput results (PubChem)
Tat transport – E. coli Tat export inhibitors, primary screen, MC4100, TorA-mCherry reporter, fluorescence, single point; inhibition, % at 10 µM; hit rate 0.036% among 340,000; AID 488895, 2010;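 active = mean replicate inhibition at least 50% and at least half of replicates individually reaching 50%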;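 note: exported cargo escapes ClpAP degradation while cytoplasmic cargo is degraded and loses fluorescence; 0% = median of neutral control wells and 100% = median of NaSCN control wells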
PKA-R1A activ – activators of PKA-R1A holoenzyme, primary screen, biochemical, fluorescence polarization, Cy5-IP20, bovine R1A, mouse PKAc; hit rate 0.083% among 340,000; cAMP-dependent protein kinase type I-alpha regulatory subunit (Bos taurus) + …; activation, % at 11.4 µM; PKA-R1A dissociation; scaled: DMSO 0%, 113 µM cGMP 100%; AID 504707, 2011;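 active = percent activation above the mean of all tested compounds plus 3 SD, cut at about 19% in these data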;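 note: higher means more PKAc released from R1A so a rise in polarization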
AddAB inh – growth inhibition of E. coli expressing H. pylori AddAB, primary screen, AddAB inhibitor project, absorbance; inhibition, % at 11.9 µM; hit rate 0.29% among 330,000; in the data active = inhibition above about 12%;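 note: 0% = vehicle wells of infected cells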
Arr AP2 block – inhibitors of beta-arrestin/AP2 binding, primary screen, biochemical, GPCR trafficking, flow cytometry | hit rate 0.31% among 340,000 | AID 504490, 2011 | FITC-arrestin peptide / GST-AP2 beads; AP2 beta2 appendage carries R879A mutation | inhibition, % at 10 µM | beta-arrestin 1 C-terminal peptide binding to AP2 beta2-adaptin appendage (human);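 active = inhibition above a set limit, near 3 SD of compounds lacking own fluorescence, cut at about 54% in these data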;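 note: plate controls were DMSO wells for no effect and 5 µM unlabelled arrestin peptide for full effect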
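Assay system: GST-AP2 R879A bound to glutathione beads, E. coli-expressed; Medium: PBS with 0.05% Tween 20 and 0.1% BSA; Also added: fluorescein-tagged arrestin peptide at 50 nM final; Timing: 12 min plus 1 h, RT; Measured by: flow cytometry, FL1 (488/535 nm); Evaluation: percent drop in bead-associated FITC signal.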
SUMO Mot1 rescue – yeast Mot1-301 growth rescue at high temperature, primary screen, SUMOylation pathway inhibitor project, S. cerevisiae, ATP luminescence, 38.5C; S. cerevisiae Mot1-301 growth rescue; percent above DMSO median, 100 means doubled; growth rescue, % at 18.8 µM; hit rate 1% among 320,000;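 active = every valid replicate shows activation above 250% relative to neutral control wells; inactive = the rest, any valid replicate at or below 250%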;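 note: OY570 slx delta 5 strain wells were the positive control but not used for scaling; some compounds called inactive have numbers as strong as hits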
PfHsp90 yeast 2 – growth inhibition of PfHsp90-expressing yeast, primary screen, antimalarial PfHsp90 inhibitor project, S. cerevisiae, BacTiter-Glo luminescence, single point, set 2. BacTiter-Glo ATP, 48 h; yeast lacking PDR1 and PDR3 efflux regulators. inhibition, % at 9.4 µM. hit rate 0.32% among 310,000. AID 504621, 2011;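 active = every replicate shows inhibition above about 80%, whatever the replicate mean, limit read from the data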;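 note: 0% = DMSO neutral controls and 100% = 20 µM radicicol positive controls; yeast relying on Plasmodium falciparum Hsp90 in place of its own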
MOR-DOR ag – agonists of OPRM1-OPRD1 heterodimerization, primary screen, cell-based, luminescence; activation, % at 9.3 µM; Mu-type opioid receptor (Homo sapiens) + Delta-type opioid receptor (Homo sapiens), …; cells; hit rate 0.3% among 340,000; in the data active = activation above about 18%;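 note: 0% = vehicle-treated cells and 100% = reference agonist; values of inactives mirror those of a sister screen read the other way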
Target sequence (P35372 whole entry, looked up): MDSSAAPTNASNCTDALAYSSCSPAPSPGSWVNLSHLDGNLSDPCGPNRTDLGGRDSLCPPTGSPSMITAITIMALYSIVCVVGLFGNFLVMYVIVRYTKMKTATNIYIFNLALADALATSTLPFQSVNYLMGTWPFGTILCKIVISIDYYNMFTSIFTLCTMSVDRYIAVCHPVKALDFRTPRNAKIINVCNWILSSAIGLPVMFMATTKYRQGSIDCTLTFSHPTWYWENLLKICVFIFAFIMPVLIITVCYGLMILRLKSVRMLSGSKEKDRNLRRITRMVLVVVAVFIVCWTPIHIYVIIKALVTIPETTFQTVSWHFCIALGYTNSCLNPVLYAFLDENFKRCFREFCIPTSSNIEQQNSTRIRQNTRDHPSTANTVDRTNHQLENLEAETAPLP
Target sequence (P41143 whole entry, looked up): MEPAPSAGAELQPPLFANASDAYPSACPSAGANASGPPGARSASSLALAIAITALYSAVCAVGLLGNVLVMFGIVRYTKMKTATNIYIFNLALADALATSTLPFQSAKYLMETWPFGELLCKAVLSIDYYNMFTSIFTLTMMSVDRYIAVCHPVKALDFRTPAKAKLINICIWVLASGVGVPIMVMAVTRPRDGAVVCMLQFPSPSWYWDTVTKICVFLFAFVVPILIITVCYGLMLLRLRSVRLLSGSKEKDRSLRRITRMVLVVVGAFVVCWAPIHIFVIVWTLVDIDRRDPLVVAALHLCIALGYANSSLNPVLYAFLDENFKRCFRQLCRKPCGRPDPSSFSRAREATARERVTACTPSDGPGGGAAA
OPRM1-OPRD1 inv – inverse agonists of MOR-DOR heterodimerization, primary screen, cell-based, luminescence; hit rate 0.21% among 340,000; inhibition, % at 9.3 µM; AID 504357, 2011; Mu-type opioid receptor (Homo sapiens) + Delta-type opioid receptor (Homo sapiens), …; cell-based MOR-DOR heterodimer luminescence, inverse agonism; in the data active = inhibition above about 22%, passing the limit was not always enough;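 note: 0% = cells with DMSO and 100% = wells without cells with DMSO; values of inactives mirror those of a sister screen read the other way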
Ecoli viability – E. coli V3065 growth inhibition, primary screen, counter-screen for AddAB inhibitor project, absorbance, OD600 | AID 449728, 2010 | hit rate 0.27% among 330,000 | inhibition, % at 11.9 µM | 18 h;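 active = inhibition above the campaign's mean inhibition across all tested compounds plus 3 SD, cut at about 9.9% in these data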;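 note: uninfected addAB+ strain grown without phage in ampicillin broth; 0% = DMSO wells and 100% = ciprofloxacin 0.95 µg/ml wells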
phage Ecoli inh – growth loss of phage-infected E. coli, primary screen, RecBCD inhibitor project, absorbance, with phage, HTS; inhibition, % at 11.9 µM; hit rate 0.26% among 360,000; AID 651602, 2012; in the data active = inhibition above about 11%
Pemphigus Ab inh – inhibitors of pemphigus antibody binding to DSG3, primary screen, biochemical, bead-based, flow cytometry, scFv-GFP. DSG3-coupled beads, scFv-anti-DSG3-GFP binding; hits give low values. binding (percent of control), % at 10 µM. hit rate 0.48% among 310,000. AID 588358, 2011;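 active = binding more than 3 SD below its plate's average and above zero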;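 note: hits lower antibody fragment binding to DSG3; some compounds called inactive have numbers as strong as hits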
* = called active by the depositor; nt = no result given; & = joins results of further samples. No enrichment for hits; 2.8% or so of the library scored in one or more.

SMILES | Tat transport | PKA-R1A activ | AddAB inh | Arr AP2 block | SUMO Mot1 rescue | PfHsp90 yeast 2 | MOR-DOR ag | OPRM1-OPRD1 inv | Ecoli viability | phage Ecoli inh | Pemphigus Ab inh
COc1ccc(-c2nnc3sc(-c4ccco4)nn23)cc1OC | 0 | -3 | 0.2 | -19 | 151 | 25 | -2.2 | 12 | -1.5 | 0.8 | 99
CCN(CC)CCCN(C(C)=O)c1nc(-c2cc(OC)ccc2OC)cs1 | -1 | -16 | 0.6 | 0 | 2 | 20 | -1.6 | 8 | -0.9 | 3.6 | 102
COc1ccc(CCNC(=O)COC(=O)COc2ccc(C#N)cc2)cc1 | -8 | 3 | 5.0 | -6 | -1 | -19 | -2.3 | 11 | -0.1 | 2.1 | 100
CCC(NC(=O)Cc1c(C)c2ccc(OC)c(C)c2oc1=O)C(=O)NC(Cc1ccc(Cl)cc1)C(=O)O (stereo not drawn) | 0 | -7 | 4.4 | 5 | 8 | -6 | -1.0 | 5 | 1.7 | 4.3 | 101
COc1cc(CNCCCO)ccc1OCC(=O)NC(C)(C)C | 3 | 1 | 0.0 | -16 | 3 | nt | -2.3 | 11 | -0.7 | 2.9 | 109
O=C(c1csc2ccccc12)N1CCN(c2ccc(Cl)c(Cl)c2)CC1 | 15 | 0 | 1.1 | 4 | nt | -46 | -1.5 | 8 | -2.9 | -1.2 | nt
Cc1nc(C)n(CC(C)C(=O)N2CCN(S(=O)(=O)c3ccccc3)CC2)n1 (stereo not drawn) | 2 | -2 | 1.8 | 2 | -2 | 12 | 0.6 | -5 | 1.9 | -0.1 | nt
CCNC(=O)C1CCN(S(=O)(=O)c2ccc(F)cc2)CC1 | 0 | -15 | 1.8 | -1 | -5 | nt | -4.0 | 22 | -1.6 | 1.4 | nt
CCc1ccc(-c2cn(C3CCCCC3)c(=S)[nH]2)cc1 | 9 | -7 | 5.2 | -21 | -16 | 4 | 5.2 | -25 | 0.8 | 1.2 | 105
CC(C)CC1Nc2ncnc(N3CCN(c4ccccn4)CC3)c2N(Cc2ccccc2)C1=O (stereo not drawn) | -1 | -2 | 0.2 | -6 | -5 | -27 | 0.1 | 0 | -0.2 | 1.4&-0.6 | 98
O=C(c1ccccc1S(=O)(=O)NCc1ccccc1)N1CCCCC1 | 1 | -3 | 1.1 | -9 | -20 | 8 | -1.5 | 8 | 1.1 | 2.3 | 106
CSCCC(NS(=O)(=O)c1ccc(Cl)cc1)C(=O)OCC(=O)N1CCOCC1 (stereo not drawn) | -2 | 1 | 5.1 | 22 | -12 | -23 | -1.7 | 10 | -0.5 | 1.1 | 104
C/C=C(\C)CN1CCCC(CO)(Cc2ccccc2)C1 (stereo not drawn) | -4 | -4 | 3.6 | -4 | 1 | -9 | -1.1 | 6 | 0.8 | 1.9 | 103
O=S1(=O)N=C(N(CCO)/N=C/c2ccc(Cl)cc2)c2ccccc21 | -6 | 7 | 1.7 | 3 | 50 | -5 | 3.0 | -17 | -0.3 | 2.7 | 94
O=C(c1ccc(S(=O)(=O)c2cccc(Cl)c2)c([N+](=O)[O-])c1)N1CCN(Cc2ccccc2)CC1 | 5 | -17 | 1.3 | -13 | -5 | -11 | 8.1 | -44 | -3.2 | 3.8 | 127
CC1CCC2=NN(C(=O)c3ccco3)C(O)(C(F)(F)F)C2C1 (stereo not drawn) | 5 | -8 | 1.0 | 10 | 4 | 34 | -0.4 | 2 | -0.7 | 5.7 | 97
CNc1snc(C)c1C(=O)OCC(=O)N(C)Cc1ccccc1 | 5 | 3 | 1.6 | 1 | 8 | 4 | -3.2 | 13 | -0.5 | 1.3 | 103
O=C(NCCN=C1NS(=O)(=O)c2ccccc21)c1ccccc1 | -3 | -8 | 3.8 | 4 | 12 | 23 | -1.1 | 7 | 1.6 | 1.4 | 95
COc1ccc(-c2csc(NC(=O)C3CSC4(C)CCC(=O)N34)n2)c(OC)c1 (stereo not drawn) | 4 | -8 | 0.9 | -6 | 12 | nt | -0.6 | 3 | -1.6 | 3.7 | 106
COc1ccc(C2CC(c3ccccc3)=NN2C(=O)c2cccs2)cc1 (stereo not drawn) | 15 | 4 | -1.1 | 0 | -9 | 12 | 7.5 | -38 | 0.4 | 2.7 | 103
c1ccc2c(CCNc3ncnc4nc[nH]c34)cccc2c1 | 1 | -3 | 2.4 | 20 | nt | 1 | -2.2 | 12 | -1.9 | 2.0 | 101
Cc1ccc(NC(=O)CN(C)C(=O)Cc2c(Cl)cccc2Cl)cc1 | 3 | 16 | 0.4 | 35 | -26 | 11 | 2.7 | -22 | -1.1 | 0.2 | 109
COc1ccc(NS(=O)(=O)c2cc(N)ccc2N2CCCC2)cc1 | 1 | -8 | -2.2 | 6 | 8 | 1 | -2.0 | 10 | -1.1 | -2.0 | 119
COC(=O)c1ccc2ccccc2c1OC1OC(CO)C(O)C(O)C1NC(C)=O (stereo not drawn) | -7 | -2 | -1.3 | 16 | 8 | -48 | 0.8 | -4 | -2.1 | 0.8 | 95
Cc1ccc2nsnc2c1NC(=O)Cc1ccc(Cl)cc1 | -2 | -4 | 4.3 | 28 | -7 | 10 | -2.8 | 13 | 1.7 | 3.3 | 87
O=C(NC1CCCCCC1)C1CCCN(S(=O)(=O)c2cccs2)C1 (stereo not drawn) | -3 | -15 | 2.9 | -1 | 5 | -8 | -2.1 | 10 | -1.3 | 1.3 | 118
O=C(CNC(=O)Cc1ccccc1)NCC(=O)OCC(=O)c1ccc(Cl)cc1 | 2 | -11 | 0.3 | 9 | -6 | -7 | 3.0 | -18 | -0.4 | 3.3 | 83
Cc1ccccc1Nc1nnc(C)c(=O)n1N | -1 | -7 | 2.2 | -8 | -2 | 8 | 1.9 | -12 | -1.9 | 2.0 | 103
Cc1ccc(S(=O)(=O)NCc2ccccc2)cc1C(=O)N(C)Cc1ccccc1F | -3 | -11 | 2.9 | 20 | -5 | -5 | -2.9 | 16 | -1.1 | 2.3 | nt
Cc1ccc2c(cnn2C(=O)CCCC(=O)NCc2cccc(F)c2)c1 | 2 | -4 | 3.9 | 11 | 4 | 6 | 0.6 | -4 | 0.1 | 0.1 | 87
CCOC(=O)N1CCN(CCC(=O)Nc2ccc(OC(F)(F)F)cc2)CC1 | 1 | -12 | 0.2 | 0 | 2 | 14 | -2.7 | 15 | -0.5 | 1.4 | 99
Cc1cc(N2CCCC2=O)ccc1S(=O)(=O)N1CCOCC1 | 0 | 12 | 1.4 | 3 | -13 | 9 | -1.2 | 6 | 2.0 | 4.0 | 102
CCc1nc2ccccc2c(C(=O)OCC(=O)Nc2cccc(S(=O)(=O)N3CCOCC3)c2)c1C | 3 | -10 | -0.6 | -9 | -2 | -25 | 5.0 | -27 | -2.7 | 0.4 | 98
O=C(Cc1ncc(C(F)(F)F)cc1Cl)N1CCN(c2ccc(F)cc2)CC1 | -3 | -6 | 1.6 | 25 | 18 | -20 | -0.4 | 2 | -3.0 | 1.0 | 95
Fc1ccc(-c2nc3nc4ccccc4nc3n2Cc2ccco2)cc1 | -4 | 6 | 3.4 | -3 | -28 | 9 | -0.7 | 4 | -2.2 | 2.9 | 68
CC1(C)CC(=O)C(N=Nc2cccnc2)=C(O)C1 | 1 | -8 | 0.7 | 7 | -9 | 17 | -1.3 | 7 | 2.6 | -1.5 | 88
Cc1ccc(S(=O)(=O)N(CC(=O)NCCSc2ccccn2)c2ccccc2F)cc1 | 2 | -3 | 2.2 | -7 | 194 | -15 | -2.5 | 16 | 0.1 | 1.2 | 99
CC(=O)c1cc2c(cc1NC(=O)CSc1nnc(C)s1)OCO2 | -15 | -1 | -0.8 | 5 | 18 | 23 | -0.8 | 4 | 1.1 | 4.8 | 100
Cc1ccc(NC(=O)C(=O)c2cn(CC(=O)N3CCCCC3)c3ccccc23)cc1 | 14 | 3 | -0.4 | 6 | 133 | 14 | -2.5 | 13 | -0.1 | 2.8 | 115
Cc1ccc(S(=O)(=O)N2CCCCC2)cc1NC(=O)CNC(C)c1ccc(Cl)c(Cl)c1 (stereo not drawn) | -5 | 18 | 1.5 | 13 | -10 | 1 | 4.0 | -16 | 1.6 | 2.3 | 95
Cn1c(=O)cc(OCCCC(=O)N2CCCCC2)c2ccccc21 | -19 | 8 | 0.7 | 7 | 22 | nt | 0.5 | -2 | 1.1 | 0.0 | 112
Cc1ccsc1/C=N/NC(=O)c1cccnc1 | 3 | 7 | 0.0 | 36 | -11 | -2 | -2.0 | 10 | 2.1 | 2.1 | nt
Cc1ccc(S(=O)(=O)N2CCOC2CNC(=O)C(=O)NCCN(C)C)cc1 (stereo not drawn) | -2 | -1 | -1.8 | -11 | 20 | 13 | -2.4 | 12 | 0.4 | 1.4 | 105
COc1ccc(CNC(=O)C/C(C)=N/NC(=O)C23CC4CC(CC(C4)C2)C3)cc1 | -2 | 5 | 4.4 | 10 | -13 | -32 | -1.7 | 9 | 2.2 | 3.7 | 93
COC(=O)c1c(NC(=O)c2ccc(C)c(S(=O)(=O)Nc3ccccc3C)c2)sc2c1CCCC2 | 2 | -3 | 1.6 | 6 | 3 | -6 | -0.9 | 5 | 1.3 | 4.1 | 97
CC(C)Cc1ccc(CN2CCCC(NC(=O)c3cnc4ccccn4c3=O)C2)cc1 (stereo not drawn) | -9 | -6 | 0.3 | 0 | -2 | 2 | 0.5 | -3 | 0.3 | 2.5 | 109
CCN(CC)CCNC(=O)c1ccc(NC(=O)Cc2ccsc2)cc1 | 4 | 13 | 2.6 | 16 | -20 | -13 | -0.4 | 2 | -0.2 | 2.6 | 114
Cc1noc(C)c1C(=O)N(CC(C)C)c1nc2ccccc2s1 | 1 | 4 | 1.0 | 32 | -7 | -13 | 6.3 | -36 | 2.3 | 2.0 | nt
